Source: PubChem
Yp Topo-I inh: Y. pestis Topo-I inhibition via cleavage products; Y. pestis Topo-I cleavage product accumulation, plate reader; activity, % at 10 µM; 360,000 tested, 0.064% active; AID 504884; in the data active means activity above about 50%, passing the limit was not always enough; inconclusive means no clear call, values can overlap the other calls; further: inactives centre near 2
BoNT-F LC inh: BoNT F light chain protease inhibition. inhibition, % at 10 µM. Multiplex microsphere protease cleavage assay, flow cytometry. 360,000 tested, 0.22% active. AID 588497; in the data active means inhibition above about 35%, passing the limit was not always enough; inconclusive means no clear call, values can overlap the other calls; further: plate controls were buffer without enzyme for full effect and enzyme alone for no effect
TcdB GH inh: blocks C. difficile toxin B glycohydrolase activity; P18177; TcdB glycohydrolase enzymatic assay, plate reader; inhibition, % at 9.99 µM; 350,000 tested, 0.24% active; in the data active means inhibition above about 10%
Target sequence (P18177 whole entry, looked up): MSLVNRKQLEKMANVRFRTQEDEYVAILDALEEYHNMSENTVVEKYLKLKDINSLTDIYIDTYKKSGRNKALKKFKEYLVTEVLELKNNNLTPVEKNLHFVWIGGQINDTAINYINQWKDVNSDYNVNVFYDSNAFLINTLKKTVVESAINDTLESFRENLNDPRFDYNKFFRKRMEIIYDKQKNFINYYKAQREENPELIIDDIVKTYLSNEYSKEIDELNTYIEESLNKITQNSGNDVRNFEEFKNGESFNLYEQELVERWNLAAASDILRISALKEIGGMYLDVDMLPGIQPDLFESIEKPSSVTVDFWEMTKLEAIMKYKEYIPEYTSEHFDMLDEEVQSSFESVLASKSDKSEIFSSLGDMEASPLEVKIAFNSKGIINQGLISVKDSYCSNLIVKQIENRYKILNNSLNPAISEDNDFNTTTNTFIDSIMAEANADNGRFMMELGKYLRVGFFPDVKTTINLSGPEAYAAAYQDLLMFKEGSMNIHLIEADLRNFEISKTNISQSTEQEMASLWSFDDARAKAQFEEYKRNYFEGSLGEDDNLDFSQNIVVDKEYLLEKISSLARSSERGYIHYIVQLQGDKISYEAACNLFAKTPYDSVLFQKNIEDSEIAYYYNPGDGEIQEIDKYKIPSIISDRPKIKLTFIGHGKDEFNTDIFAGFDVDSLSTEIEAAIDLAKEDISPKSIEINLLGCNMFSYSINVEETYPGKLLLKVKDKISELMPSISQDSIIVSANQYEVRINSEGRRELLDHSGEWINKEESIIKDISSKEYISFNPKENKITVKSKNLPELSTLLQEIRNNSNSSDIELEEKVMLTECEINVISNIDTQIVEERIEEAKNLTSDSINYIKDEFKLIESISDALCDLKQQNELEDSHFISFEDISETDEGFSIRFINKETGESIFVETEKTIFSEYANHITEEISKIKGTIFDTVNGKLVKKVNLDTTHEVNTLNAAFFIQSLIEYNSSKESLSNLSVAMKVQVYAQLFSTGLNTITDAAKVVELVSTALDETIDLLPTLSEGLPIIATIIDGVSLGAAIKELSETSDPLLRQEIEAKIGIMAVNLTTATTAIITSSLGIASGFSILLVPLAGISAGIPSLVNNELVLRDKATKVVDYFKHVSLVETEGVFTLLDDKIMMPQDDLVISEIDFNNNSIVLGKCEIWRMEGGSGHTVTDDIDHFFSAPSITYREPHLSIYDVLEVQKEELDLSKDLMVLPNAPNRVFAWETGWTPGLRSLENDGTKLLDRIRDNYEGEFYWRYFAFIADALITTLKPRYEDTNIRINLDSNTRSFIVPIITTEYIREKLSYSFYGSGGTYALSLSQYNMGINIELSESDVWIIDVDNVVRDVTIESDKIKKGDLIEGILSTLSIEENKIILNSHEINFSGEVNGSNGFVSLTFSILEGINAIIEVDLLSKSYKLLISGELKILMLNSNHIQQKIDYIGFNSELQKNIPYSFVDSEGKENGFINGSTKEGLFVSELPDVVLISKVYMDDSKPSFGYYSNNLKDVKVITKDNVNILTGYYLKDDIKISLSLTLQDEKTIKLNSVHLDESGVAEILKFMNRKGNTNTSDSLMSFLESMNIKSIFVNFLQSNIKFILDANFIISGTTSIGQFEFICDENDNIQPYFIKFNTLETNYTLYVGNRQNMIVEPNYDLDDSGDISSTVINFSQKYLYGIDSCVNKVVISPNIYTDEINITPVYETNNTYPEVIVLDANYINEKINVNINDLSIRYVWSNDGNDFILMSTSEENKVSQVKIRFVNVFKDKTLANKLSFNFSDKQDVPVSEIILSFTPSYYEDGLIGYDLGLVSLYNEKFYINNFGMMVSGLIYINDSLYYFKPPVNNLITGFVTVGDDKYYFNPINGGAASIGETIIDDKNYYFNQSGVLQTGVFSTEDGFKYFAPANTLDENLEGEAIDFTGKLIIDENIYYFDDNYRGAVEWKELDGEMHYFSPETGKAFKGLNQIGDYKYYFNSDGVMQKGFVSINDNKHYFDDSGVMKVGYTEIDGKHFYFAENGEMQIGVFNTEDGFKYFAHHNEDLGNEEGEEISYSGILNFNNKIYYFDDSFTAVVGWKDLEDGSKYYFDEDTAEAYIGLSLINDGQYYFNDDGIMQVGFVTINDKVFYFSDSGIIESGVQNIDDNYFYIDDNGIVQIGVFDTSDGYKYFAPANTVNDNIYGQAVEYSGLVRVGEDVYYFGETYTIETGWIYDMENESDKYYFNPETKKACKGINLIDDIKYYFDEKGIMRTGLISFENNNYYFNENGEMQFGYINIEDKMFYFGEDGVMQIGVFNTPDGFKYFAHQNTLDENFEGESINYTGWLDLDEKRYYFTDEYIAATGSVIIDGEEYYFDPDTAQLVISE
CCHFV vOTU inh: CCHFV vOTU protease inhibition. AID 651958. 370,000 tested, 0.55% active. Pep-AMC fluorescence. inhibition, % at 11.5 µM; in the data active means inhibition above about 30%; further: 0% = vehicle wells with enzyme and 100% = no enzyme wells
PfHsp40 rescue: restores yeast growth despite PfHsp40 toxicity. S. cerevisiae expressing PfHsp40, growth rescue, ATP luminescence. growth rescue, % at 12.5 µM. 340,000 tested, 0.68% active; in the data active means growth rescue above about 28%, passing the limit was not always enough; inconclusive means no clear call, values can overlap the other calls;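 further: yeast W303a lacking pdr1 and pdr3 grown in galactose medium; growth measured after three days at 30 °C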
BoNT-A LC inh2: BoNT A light chain protease inhibition | multiplex microsphere protease substrate cleavage, flow cytometry | 360,000 tested, 0.17% active | inhibition, % at 10 µM; further: plate controls were buffer without enzyme for full effect and enzyme alone for no effect
PrPC surface inh: reduces human prion protein on the cell surface. 370,000 tested, 0.43% active. AID 720596. inhibition, % at 13.8 µM. P04156. cell surface PrPC, TR-FRET read-out; in the data active means inhibition above about 24%; further: 0% = median of the test wells and 100% = reference compound wells
FadD28 binding: M. tuberculosis FadD28 bisubstrate binding inhibition | inhibition, % at 12.5 µM | FadD28 bisubstrate probe binding, fluorescence polarization | 360,000 tested, 0.22% active | AID 588549; in the data active means inhibition above about 8.5%, passing the limit was not always enough; inconclusive means no clear call, values can overlap the other calls
Anthrax LF inh2: inhibitors of Bacillus anthracis lethal factor protease. 360,000 tested, 0.12% active. multiplex microsphere protease cleavage assay, LF. inhibition, % at 10 µM; further: plate controls were buffer without enzyme for full effect and enzyme alone for no effect
An asterisk follows results filed as active; ? = inconclusive; / = not tested or not shown; & = joins results of further samples. Unless noted, no stated cut-off is given here; in the data, active means inhibition above about 30%; inconclusive means no clear call, values can overlap the other calls; inactive means below that.

SMILES	Yp Topo-I inh	BoNT-F LC inh	TcdB GH inh	CCHFV vOTU inh	PfHsp40 rescue	BoNT-A LC inh2	PrPC surface inh	FadD28 binding	Anthrax LF inh2
CCC1(C)CC2(CCCN(CCC(=O)c3ccccc3)C2)CCO1 (stereo not given)	-10	-3	0.3	0	-0.8	0.7	5	-2.5	-4
COc1cccc(NC(=S)NCCc2ccccn2)c1	3	-13	-0.8	8	0.1	-2.7	9	1.0	-2
CC(=O)NCCn1c(SCC(=O)NCCC(C)C)nc2ccccc2c1=O	-11	-3	/	6	-0.6	-3.5	-6	0.1	0
CCOC(=O)/C(C#N)=C\C1=C(N2CCCC2)CC(C)(CC)OC1 (stereo not given)	6	-1	/	-2	-1.2	-0.2	-8	-5.5	-4
Cc1ccc(CN2CCN(/N=C/c3cc(Br)cc(Br)c3O)CC2)c(C)c1	-5	-4	0.3	-1	0.0	-0.8	-2	0.4	0
CCN(c1ccccc1)S(=O)(=O)c1ccc(N2CCN(c3ccc(O)cc3)CC2)nc1	6	-23	-0.1	19	-0.5	-2.0	10	2.9	-23
S=c1nc2ccccc2c2nc(-c3cccnc3)[nH]n12	6	-8	0.3	-8	-0.5	-2.3	1	-3.5	-4
COc1ccccc1S(=O)(=O)N(C)C[C@@H]1Oc2cc(C#CCC(C)C)ccc2S(=O)(=O)N([C@H](C)CO)C[C@@H]1C	21	6	-0.6&0.3&-0.1	13	/	0.3	-3	-3.6	1
Cc1cccn2c(=O)c3cc(C#N)c(=NC(=O)c4ccncc4)n(CCCOC(C)C)c3nc12	-1	1	/	-68	1.0	0.0	0	-1.2	-8
COc1ccc(C(=O)NNC(=O)C(=O)NC(C)c2ccccc2)cc1OC (stereo not given)	1	-6	-0.6	-4	19	-0.8	0	-3.2	0
COC(=O)c1sccc1NC(=S)N1CCN(C)CC1	-4	6	-0.8	2	1.1	-0.4	1	-4.5	-4
O=C1COc2ccc(-c3n[nH]c(=O)c4ccccc34)cc2N1	16	-2	1.1	0	0.6	0.4	-1	0.0	1
CCCNC(=O)N1[C@H]2CC[C@@H]1C(C(=O)OC)=C(c1ccc(OC(F)(F)F)cc1)C2	16	-7	1.5	13	-1.0	0.3	5	-0.5	-1
COc1ccccc1NC(=O)Cn1c2ccccc2c2nc3n(c(=O)c21)CCS3	3	5	2.0	-4	-1.2	0.1	5	-2.6	1
CC(=O)N(C)C1(c2nnnn2CCOC(=O)Nc2cccc3ccccc23)CCCC1	-2	4	/	-12	-0.9	-0.3	-8	-5.1	3
Cc1ccc2c(=O)n3c(nc2c1)C(Cc1ccc(O)cc1)NC(=O)c1cccnc1-3 (stereo not given)	-5	4	2.6	-7	/	-0.2	-1	-4.1	3
COc1ccc(CN2C(=O)C(CC(=O)NCc3cccc4ccccc34)CC(C(=O)N(C(C)C)C(C)C)=C2C)cc1 (stereo not given)	/	6	-3.1	27	/	0.9	13	0.2	1
COc1ccc(CCC(=O)OCC(=O)Nc2c(C)nn(-c3ccccc3)c2C)cc1	8	9	2.1	-8	-0.4	2.0	4	-1.4	11
Cc1cccc(NC(=O)CCc2c(C)nn(-c3ccc(N4CCCCC4)nn3)c2C)c1	16	1	2.7	9	-1.2	-0.7	6	-3.2	0
COc1ccsc1C(=O)Nc1ccc(F)cc1F	-2	0	1.1	-12	2.4	-0.6	2	-1.1	0
Cc1ccnc(SCC(=O)N2CCc3ccccc32)n1	4	22	-0.1	13	-0.5	2.2	3	-0.8	6
Cc1cc(C(=O)Nc2ccc(S(=O)(=O)N3CCCC3)cc2)cs1	-5	-6	/	-5	0.3	0.4	4	-3.7	-5
COc1ccc(CCNC(=O)CN2CCC(C)CC2)cc1OC	-2	11	/	-3	-0.7	0.2	-2	-0.7	0
O=C1NN(c2ccccc2)C(=O)/C1=C\c1ccc(-c2cc([N+](=O)[O-])ccc2O)o1	-19	-7	2.5	16	-1.0	-1.7	4	?	-4
Cc1ccc(C)c(CN2C(=O)C3(OCCCO3)c3ccccc32)c1	-6	-2	/	-2	0.3	-1.4	9	-2.2	-3
CCN(CC)c1ccc(/C=N/NC(=O)c2ccc(Br)o2)cc1	-5	-11	-1.1	-3	-0.5	0.1	6	0.9	0
O=C(COC(=O)c1cccc(Cl)c1)NCCN1C(=O)CSC1=O	-7	1	-4.7	-18	-0.5	0.2	1	-0.4	-1
Cc1ccccc1CN(C)C[C@@H]1OCc2cnnn2CCCC(=O)N([C@@H](C)CO)C[C@H]1C	1	0	0.7&-0.4	9	/	-0.4	3	-0.9	1
O=C(COc1ccc(S(=O)(=O)N2CCOCC2)cc1Cl)NCc1ccccn1	4	-4	0.6	-8	0.8	-1.4	4	0.0	13
Cc1ccccc1CC1(CO)CCCN(C(=O)c2ccc3ncccc3c2)C1 (stereo not given)	9	1	0.2	-5	-1.3	-0.2	-3	-4.2	0

Fetched one by one from the list above, 4 records:
SMILES	Yp Topo-I inh	BoNT-F LC inh	TcdB GH inh	CCHFV vOTU inh	PfHsp40 rescue	BoNT-A LC inh2	PrPC surface inh	FadD28 binding	Anthrax LF inh2
CCN(c1ccccc1)S(=O)(=O)c1ccc(N2CCN(c3ccc(O)cc3)CC2)nc1	6	-23	-0.1	19	-0.5	-2.0	10	2.9	-23
COc1ccc(C(=O)NNC(=O)C(=O)NC(C)c2ccccc2)cc1OC (stereo not given)	1	-6	-0.6	-4	19	-0.8	0	-3.2	0
COc1ccccc1S(=O)(=O)N(C)C[C@@H]1Oc2cc(C#CCC(C)C)ccc2S(=O)(=O)N([C@H](C)CO)C[C@@H]1C	21	6	-0.6&0.3&-0.1	13	/	0.3	-3	-3.6	1
Cc1ccc(CN2CCN(/N=C/c3cc(Br)cc(Br)c3O)CC2)c(C)c1	-5	-4	0.3	-1	0.0	-0.8	-2	0.4	0

(next part)
SMILES	Yp Topo-I inh	BoNT-F LC inh	TcdB GH inh	CCHFV vOTU inh	PfHsp40 rescue	BoNT-A LC inh2	PrPC surface inh	FadD28 binding	Anthrax LF inh2
CCc1nc(SCC(=O)Nc2cc(C)on2)c2c(C)c(C)sc2n1	5	-5	/	-6	0.3	-0.3	6	-5.1	-1
S=c1nc[nH]c2c1cnn2-c1ccccc1	-10	-3	-0.1	1	14	-3.4	36*	-1.6	-14
Nc1ccn([C@@H]2O[C@H](C(=O)N[C@H](CO)Cc3ccccc3)[C@@H](O)[C@H]2O)c(=O)n1	/	-19	0.3	1	/	-0.4	-8	-2.0	-2
O=C(O)c1ccc2c(=O)n3c(nc2c1)/C(=C/c1cccc(Cl)c1Cl)CCCC3	8	6	/	-8	1.0	0.3	4	-7.0	0
CC(=O)OCCNC(=O)Cn1cnc2c1c(=O)n(C)c(=O)n2C	-8	-2	/	0	-2.1	-0.3	3	-3.6	-3
O=C(Cn1c(NCCO)nc2ccccc21)NCC1CCCO1 (stereo not given)	2	-6	2.9	12	-1.1	-0.6	5	-3.5	-4
COc1cnc(-c2ccccc2)nc1Oc1cccc(C)c1	0	24	/	5	1.1	1.2	-2	-3.3	3
CC(C)COC(=O)c1ccccc1C(=O)OCC(C)C	3	-8	0.0	-1	-0.2	-0.5	-5	-0.2	1
O=C(O)CCc1nc2cc3ccccc3cc2[nH]1	-7	-3	0.6	3	-1.8	1.0	-2	-2.5	-4
NS(=O)(=O)c1ccc(CNS(=O)(=O)c2ccc(Cl)nc2)cc1	3	5	0.9	-1	-1.0	2.6	0	-4.4	2
CCCOC(=O)CSc1nnc(-c2cc(OC)c(OC)c(OC)c2)o1	-3	4	0.7	4	0.8	0.5	-3	-3.1	-2
O=C(Nc1nnc(C2CCCCC2)s1)c1cccs1	0	-5	1.6	6	-1.0	?	8	-0.5	?
c1ccc(CN2C3=NCCCN3c3ccccc32)cc1	-5	28	/	3	12	1.2	-2	-2.7	-4
CCOc1cc(S(=O)(=O)N2CCN(CC)CC2)ccc1Cl	-5	-5	/	-2	-0.6	0.2	-7	-1.0	-5
COc1ccc(NS(=O)(=O)c2ccc(NS(=O)(=O)c3cccs3)cc2)cc1	8	-8	0.8	0	-2.5	1.8	5	-5.0	18
COc1ccc(CCNC(=O)C2CCN(C(=O)c3cccc(Cl)c3)CC2)cc1OC	13	1	-0.2	-5	1.5	0.2	3	-3.5	6
CCOC(=O)N1CCN(C(=O)c2cc(COc3ccc(Cl)cc3OC)on2)CC1	22	1	-0.7	1	2.7	1.0	-3	1.0	0
CCCC(=O)Nc1ccc(C(=O)NCC2CCCO2)cc1 (stereo not given)	-4	-1	/	0	0.8	-2.2	-1	-0.7	1
O=C(NCCc1c[nH]c2ccccc12)C(=O)NCC1OCCCN1S(=O)(=O)c1ccccc1 (stereo not given)	3	0	1.3	2	-0.2	-0.3	13	-2.2	-1
Cc1cnc(N2C(=O)c3ccc([N+](=O)[O-])cc3C2=O)s1	-1	-1	1.6	-10	-0.9	-0.4	-28	0.5	3
Cc1ccc(NC(=O)CN(C)CC(=O)Nc2ccc(N3CCOCC3)cc2)cc1F	-11	-5	-1.1	-5	-0.2	-1.3	-2	-0.4	-2
Cc1ccccc1NC(=O)c1ccc(S(=O)(=O)N(C)C)cc1	-3	-13	0.1	7	-0.4	-1.3	-5	1.3	-6
N#Cc1ccsc1NC(=O)c1cccc([N+](=O)[O-])c1	-12	1	0.9	-11	18	-0.4	3	-1.7	-6
COc1ccc(Cl)cc1NC(=O)c1cnc2sccn2c1=O	-11	0	0.9	4	0.7	-0.4	11	-4.9	5
COc1ccc(-c2cc(C(F)(F)F)nc(SCCC(=O)N3CCCC3)n2)cc1	1	2	/	6	-0.5	0.0	-2	0.5	-2
Cc1ccc([C@@H]2CC=C(C(=O)O)[C@H](c3ccccc3F)N2S(=O)(=O)c2ccccc2C)cc1	8	1	-1.4	17	0.3	0.2	3	-1.4	-5
Cc1cccc(NC(=O)CSc2nnc3ccc(-c4ccccn4)nn23)c1	-2	-1	1.7	-1	-0.2	-0.8	-5	0.0	1
COc1cccc(CN(C(=O)Cc2c[nH]c3ccccc23)C(C(=O)NC2CCCCC2)c2ccc(C)o2)c1 (stereo not given)	-3	3	2.5	-1	0.6	-0.7	4	-1.1	-1
COc1ccc(OCC(=O)OCC(=O)NCC2CCCCC2)cc1	1	-5	1.0	0	-1.3	-2.4	5	-0.6	4
O=C1CN=C(c2ccccc2)c2cc(Cl)ccc2N1	6	-9	1.0	-1	0.4	-0.8	-2	-1.8	0
COc1ccccc1N1CCN(C(=O)c2cc3cc(Cl)ccc3[nH]2)CC1	0	-7	-1.2	-2	1.4	-1.5	-8	1.5	-17
Cn1c2ccccc2c2ccc3c(c21)C(=O)C=CC3=O	17	-27	-0.8	11	1.8	0.5	-8	0.4	-16
CCOC(=O)N1CCN(CC(=O)NC(=O)Nc2ccc3c(c2)OCCO3)CC1	2	4	0.0	9	0.8	-0.2	1	-3.6	-2
CC1(c2ccc3c(c2)OCO3)NC(=O)N(CC(=O)Nc2ccccc2)C1=O (stereo not given)	9	-2	-0.4	4	1.0	1.8	0	-1.7	3
O=C(N1CCOCC1)n1cnc2ccccc21	-5	-5	/	-14	-0.1	0.3	1	-2.5	-3
Cc1ccc(S(=O)(=O)N2CCOC2CNC(=O)C(=O)NCc2ccc3c(c2)OCO3)cc1 (stereo not given)	19	-4	1.8	3	-0.2	-0.1	-6	-1.4	-2
O=C(CSc1ccc2nnc(-c3ccccn3)n2n1)Nc1nccs1	5	3	-0.6	15	-0.5	-1.2	-5	-0.9	-7
COc1ccc2c(C)nc(Nc3nc(C)cc(C)n3)nc2c1	7	-2	/	-2	-0.3	-1.9	2	-1.5	-8
COc1ccccc1NC(NC(=O)c1ccccn1)C(Cl)(Cl)Cl (stereo not given)	-9	-8	/	7	1.3	-0.2	8	-0.7	-1
O=C(NC(Nc1ncccn1)C(=O)c1ccccc1)c1ccccc1 (stereo not given)	3	7	/	10	0.7	0.5	8	-3.4	0
